GlmU inhibition: inhibition of mycobacterial GlmU enzyme – biochemical, glucosamine-1-phosphate acetyltransferase (AID 1376) | M. tuberculosis GlmU acetyltransferase enzyme assay; higher % means a stronger effect | inhibition, %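 (tested at 30 µM in the primary screen)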; hits with a dose series show IC50 in µM | 220,000 compounds, 0.25% hits; in the data active = inhibition above about 13%;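 note: 0% = complete reaction with vehicle and 100% = reaction without substrate; strong numbers were not always called active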
RmlCD inh 1536: blocks M. tuberculosis RmlC and RmlD coupled enzymes | RmlC+RmlD coupled enzyme assay, percent inhibition; primary screen in compound mixtures | inhibition, % at 3.6 µM | 160,000 compounds, 0.03% hits | AID 1533; in the data active = inhibition mostly above about 34%, no sharp cut-off; note: some results filed as inactive read as strong as hits
Target sequence (P9WH09 whole entry, looked up): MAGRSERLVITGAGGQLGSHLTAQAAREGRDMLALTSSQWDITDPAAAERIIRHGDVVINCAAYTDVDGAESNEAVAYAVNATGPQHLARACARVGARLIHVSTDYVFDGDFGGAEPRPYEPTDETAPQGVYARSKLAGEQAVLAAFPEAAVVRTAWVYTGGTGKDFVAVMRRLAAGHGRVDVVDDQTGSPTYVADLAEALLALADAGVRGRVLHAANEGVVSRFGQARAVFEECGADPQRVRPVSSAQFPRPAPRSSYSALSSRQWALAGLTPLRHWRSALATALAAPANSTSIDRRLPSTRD
Target sequence (P9WH11 whole entry, looked up): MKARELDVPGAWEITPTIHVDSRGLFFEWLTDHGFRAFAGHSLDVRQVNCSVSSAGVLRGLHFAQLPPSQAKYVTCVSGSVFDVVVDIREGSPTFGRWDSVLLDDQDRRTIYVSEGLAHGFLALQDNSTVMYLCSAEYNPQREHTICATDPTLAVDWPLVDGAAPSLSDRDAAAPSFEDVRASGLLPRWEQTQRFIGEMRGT
Active calls of the source: *; x = not tested or not shown. This is a subset; the hit share may differ from the screen's.

SMILES	GlmU inhibition	RmlCD inh 1536
CCOC(=O)c1c2n(c3c(NCc4ccccc4)ncnc13)CCCC2	1.9%	-1
COc1cc(/C=C/C(=O)OCC(=O)Nc2ccc(C)c(S(=O)(=O)N3CCCCC3)c2)ccc1O	3.6%	x
CC(=O)Nc1ccc(S(=O)(=O)Nc2nc3ccc([N+](=O)[O-])cc3s2)cc1	5.7%	-12
COc1ccc2[nH]c(O)c(N=O)c2c1	2.8%	-1
O=C1CCCC(O)=C1N=Nc1ccc(S(=O)(=O)N2CCOCC2)cc1	0.7%	x
NC(=O)c1ccc(-c2ccccc2F)cc1	4.7%	-7
COC(=O)C1=C(c2ccccc2)C[C@@H]2CC[C@H]1N2C(=O)NCc1cccc2ccccc12	-4.4%	x
COc1ccccc1Nc1cc(N2CCOCC2)c2nonc2c1[N+](=O)[O-]	2.8%	-14
CS(=O)(=O)N(CC(=O)NC1CC1)C1CCCCC1	-1.1%	7
COc1nnc(-c2ccc(C(=O)N3C[C@@H]4C[C@H](C3)c3cccc(=O)n3C4)cc2)c2ccccc12	1.6%	x
CCOC(=O)C1CCCN(c2ccc(NC(=O)c3snc4c(=O)[nH]cnc34)cc2)C1 (stereo unspecified)	-3.0%	-6
CCCCCCn1nc(C(=O)Nc2nc3c(s2)CCCC3)c2ccccc2c1=O	-2.1%	0
CCCn1c(SCC(=O)Nc2ccccc2CC)nnc1C(C)C	-1.7%	2
CCOC(=O)c1c(C)[nH]c(C)c1C(=O)COC(=O)c1ccc(Cl)c(S(=O)(=O)NCc2ccccc2)c1	-0.4%	x
O=C(O)Cc1ccccc1C(=O)O	4.9%	9
COc1ccc(Cl)cc1S(=O)(=O)N1CCN(C(=O)COc2ccccc2)CC1	-5.6%	9
CCC(Sc1ncccc1C(=O)O)C(=O)N1CCOCC1 (stereo unspecified)	-0.1%	x
O=C(Cc1c(Sc2ccccc2)c2ccccc2n1Cc1ccccc1)NCCO	1.2%	6
CC(SC1=NCCS1)C(=O)Nc1nnc(-c2ccc(Br)cc2)s1 (stereo unspecified)	0.3%	8
CCOc1ccc(C(=O)/C=C/c2ccc(OC)c(OC)c2)cc1	3.4%	5
COC(=O)[C@H]1C[C@@H]1[C@H](NS(=O)(=O)c1ccc2ccccc2c1)c1ccccc1	0.0%	x
Cc1ccc(S(=O)(=O)N(C)C)cc1NC(=S)N1CCc2ccccc21	2.0%	-40
CCOc1ccc(N(CC(=O)Nc2ccccc2C)S(=O)(=O)c2c(C)[nH]c(=O)[nH]c2=O)cc1	-2.0%	-7
CSc1cccc(CNC(=O)CC2C(=O)NCCN2CC(C)(C)C)c1 (stereo unspecified)	-2.6%	0
CN1C(=O)C(CC(=O)Nc2ccc(F)cc2)N(Cc2ccco2)C1=S (stereo unspecified)	-3.0%	-1
CCOC(=O)COc1ccsc1C(=O)OC	3.0%	x
COC(=O)c1cc2c(cc1N)OCCO2	1.8%	-5
C/C(N)=C(/C#N)C(=O)CSc1nc2ccccc2[nH]1	8.1%	x
CCCCn1c(SCC(=O)N2CC(C)CC(C)C2)nc2cc(S(N)(=O)=O)ccc21 (stereo unspecified)	2.6%	x
Cc1cc(C(=O)CS(=O)c2ccc(F)cc2)cc(C)c1OC(=O)N(C)C (stereo unspecified)	0.8%	-5
NC(=O)c1ccc(N2CCC(C(N)=O)CC2)c([N+](=O)[O-])c1	-0.4%	12
COCCn1nnnc1C(c1ccccn1)N1CCN(c2cccc(C)c2C)CC1 (stereo unspecified)	2.8%	x
O=C(CCc1ccc(S(=O)(=O)NC2CCCCC2)cc1)N(Cc1ccccc1)Cc1ccccc1	0.1%	-3
CCOC(=O)c1cc2sccc2n1CC(=O)Nc1ccc(OC)cc1	1.5%	-8
c1cncc(-c2nnc3sc(C4CCCCC4)nn23)c1	-1.2%	9
C/C(=N\NC(=O)c1cc(C)nc2ccccc12)c1cccs1	x	12
CC(C)n1cnc2cc(NCc3ccccn3)ccc21	-7.2%	-6
COCCN(C(=S)Nc1cc(C)cc(C)c1)C(C)c1cccs1 (stereo unspecified)	-7.2%	-1
CC(=O)NC(NC(=S)Nc1c(C)n(C)n(-c2ccccc2)c1=O)C(Cl)(Cl)Cl (stereo unspecified)	1.9%	-4
CS(=O)(=O)c1ccc2nc(NC(=O)c3ccc(NS(=O)(=O)c4cccc([N+](=O)[O-])c4)cc3)sc2c1	1.1%	1
Cc1ccccc1NCc1ccc(O)c2ncccc12	3.1%	x
O=C(NCc1csc(-c2cccs2)n1)C1CC1	-2.0%	-9
O=C(Nc1ccc(F)cc1)OCCOc1ccc([N+](=O)[O-])cc1	2.7%	-5
C=CCN=C1CC(C)(C)C(C(=O)OC)C(O)=C1C(=O)CCC (stereo unspecified)	-2.9%	x
CCn1c(CNC(=O)c2ccc(OC)c(OC)c2)nnc1SCC(=O)Nc1ccc(OC)cc1	2.4%	7
CCC1CCCCN1c1nc2c(c(=O)n(C)c(=O)n2C)n1CCSc1nc2ccccc2o1 (stereo unspecified)	5.7%	x
CCOC(=O)C(C)Sc1ncc(-c2ccc(Cl)cc2)cn1 (stereo unspecified)	-0.6%	5
CN(C)CCCCOc1ccc(F)cc1	2.8%	9
Cc1ccc2nc(Nc3nc(C)cc(-c4ccccc4)n3)[nH]c(=O)c2c1	-3.5%	-12
COc1cccc(NC(=O)C2C3CCC4C(CCC32)C4(Cl)Cl)c1 (stereo unspecified)	7.8%	5
COc1ccc(N2CCN(C(=O)CSc3nnc(COc4cccc5cccnc45)o3)CC2)cc1	1.4%	x
CC(C)(C)c1cc(=O)n2[nH]c(N)nc2n1	0.4%	-17
CCCCSc1nc(C)nc2c1c(=O)n(C)c(=O)n2C	-6.1%	-4
C/C(=C\C(=O)c1ccc(Br)cc1)NCc1ccc2c(c1)OCO2	-1.2%	4
Cc1cc(C)n(Cc2ccccc2)c(=O)c1S(=O)(=O)c1ccccc1	-0.7%	9
O=C(c1ccc(NC(=S)NCc2ccc(Cl)cc2)cc1)N1CCCCC1	-1.1%	2
O=C(Nc1nc2ccccc2n1Cc1ccccc1)c1ccco1	-4.1%	-8
O=C(NCCCN1CCOCC1)c1ccc(N2CCCC2)c([N+](=O)[O-])c1	5.6%	10
CC(C)CC(CO)N1CCN(C(=O)c2cccc(C(F)(F)F)c2)CCC1=O (stereo unspecified)	5.3%	x
CCOC(=O)c1c(NC(=O)CC2SC(=NC)N(C)C2=O)sc(C)c1C (stereo unspecified)	-0.7%	x

Whole records, looked up by structure. Values in the order: GlmU inhibition	RmlCD inh 1536
Record of `O=C(Nc1nc2ccccc2n1Cc1ccccc1)c1ccco1` → -4.1%	-8
Record of `CCOC(=O)c1c(NC(=O)CC2SC(=NC)N(C)C2=O)sc(C)c1C` (stereo unspecified) → -0.7%	x
Record of `CC(C)(C)c1cc(=O)n2[nH]c(N)nc2n1` → 0.4%	-17
Record of `Cc1ccc2nc(Nc3nc(C)cc(-c4ccccc4)n3)[nH]c(=O)c2c1` → -3.5%	-12

Next section.
SMILES	GlmU inhibition	RmlCD inh 1536
O=C(O)C1CC=CCC1C(=O)NC1CCCCC1 (stereo unspecified)	0.8%	-57
CCSc1nnc(NC(=O)/C=C/c2ccco2)s1	5.1%	7
COc1ccc(CN2CCCC(CNC(=O)c3ccc(F)cc3)C2)c(F)c1 (stereo unspecified)	4.0%	-8
Cc1ccccc1-c1nc(CN2CCC(C(=O)NCc3cccs3)CC2)c(C)o1	-2.6%	10
COc1ccc(N(CC(=O)NC2CCCCCCC2)S(=O)(=O)c2c(C)nn(C)c2C)cc1	2.4%	-10
CCOc1ccccc1NC(=O)Cn1nnc(-c2ccc(OCC)c(OCC)c2)n1	3.7%	7
COc1cccc(C(=O)Nc2cc(C(F)(F)F)ccc2Cl)c1	-5.7%	8
O=C(Nc1ccc(F)cc1F)C1CCN(C(=O)c2ccc(Br)cc2)CC1	0.6%	-9
Cc1cc(N2CCN(C)CC2)nc(N2CCOCC2)n1	-5.4%	-5
N#Cc1nc(-c2ccccc2Cl)oc1NCc1ccco1	-1.9%	8
O=C(Nc1ccc2c(c1)CCC2)c1c(F)cccc1Cl	-11%	13
O=C1CC(N2CCN(CCc3ccccn3)CC2)C(=O)N1c1ccc(Cl)cc1 (stereo unspecified)	2.5%	-6
COc1ccccc1N1CCN(C(=O)COc2ccc(Cl)cc2Br)CC1	-1.1%	2
O=S(=O)(Nc1ccc(Cc2ccncc2)cc1)c1ccc(Cl)c(Cl)c1	2.4%	-4
CCOC(=O)c1sc2ncnc(N3CCN(c4ccc(OC)cc4)CC3)c2c1C	4.5%	x
Cc1ccccc1-n1c(SCC(=O)N2CCCC2)nnc1-c1ccccn1	-3.4%	-7
O=C(O)c1cccc(NC(=S)NC(=O)c2ccc(-c3ccccc3)cc2)c1	8.6%	11
Cc1cccc(N2CCN(c3nc4ccccc4n4cnnc34)CC2)c1C	-3.0%	-11
COc1ccc(N2CCN(C(=O)CCCCn3c(=O)[nH]c4ccsc4c3=O)CC2)cc1	4.3%	-6
N/C(=N\OC(=O)/C=C/c1ccccc1)c1ccccc1	-5.7%	0
N#CC12COC3(CCCCC3C1(C#N)C#N)OC2=N (stereo unspecified)	-6.9%	3
O=C(NCc1ccc(Cl)cc1)c1cccnc1	24%	16
COc1ccc(CC(NC(C)=O)C(=O)NC2CCN(C(=O)c3cnccn3)CC2)cc1 (stereo unspecified)	-0.1%	-8
N#CC(c1cccc(Cl)c1)c1ccc2c(C(F)(F)F)cc(C(F)(F)F)nc2n1 (stereo unspecified)	6.1%	x

Of the compounds above, four have bromine:
SMILES	GlmU inhibition	RmlCD inh 1536
CC(SC1=NCCS1)C(=O)Nc1nnc(-c2ccc(Br)cc2)s1 (stereo unspecified)	0.3%	8
C/C(=C\C(=O)c1ccc(Br)cc1)NCc1ccc2c(c1)OCO2	-1.2%	4
O=C(Nc1ccc(F)cc1F)C1CCN(C(=O)c2ccc(Br)cc2)CC1	0.6%	-9
COc1ccccc1N1CCN(C(=O)COc2ccc(Cl)cc2Br)CC1	-1.1%	2

Next part
SMILES	GlmU inhibition	RmlCD inh 1536
CN(C)C(=O)N1CCCC(C(=O)NCc2cccs2)C1 (stereo unspecified)	6.1%	-3
Cc1[nH]nc(N=CC2=C(O)CC(c3ccco3)CC2=O)c1-c1ccccc1 (stereo unspecified)	1.9%	x
COC(=O)c1ccc(C23CC4(C2)[C@H](CN(C)[C@@H]4c2ccccc2)C3c2ccccc2)cc1 (stereo partly specified)	3.0%	x
O=C(c1ccccc1Cl)N(Cc1ccc(Br)cc1)N1C(=O)CCC1=O	1.3%	0
COc1ccc(Cl)cc1C(=O)Nc1ccc(NC(=O)c2ccco2)cc1	-3.0%	-11
CSCCC(NC(=O)c1ccccc1)C(=O)Nc1ccc(NC(C)=O)cc1 (stereo unspecified)	-3.2%	57
O=C(NCc1ccccn1)c1ccc(=O)oc1	3.3%	11
Cc1ccc(C)c(S(=O)(=O)N/N=C/c2ccc(F)cc2)c1	-4.1%	1
CCc1cccc(CC)c1-n1c(SCn2nnc3ccccc3c2=O)nnc1-c1cccnc1	2.5%	5
COc1ccccc1CN1CCNC(=O)C1CC(=O)N(C)Cc1ccon1 (stereo unspecified)	-7.1%	7
NC(=O)CC(NC(=O)Cc1cccc2ccccc12)c1ccc(NCc2ccccc2)c([N+](=O)[O-])c1 (stereo unspecified)	-1.3%	x
CCN1CCN(C(=O)c2ccc3c(=O)n(C4CCCC4)c(=S)[nH]c3c2)CC1	2.1%	9

A few values from the results shown.
Under GlmU inhibition, COc1ccc(Cl)cc1C(=O)Nc1ccc(NC(=O)c2ccco2)cc1 is listed with -3.0%
Under RmlCD inh 1536, O=C(c1ccccc1Cl)N(Cc1ccc(Br)cc1)N1C(=O)CCC1=O is listed with 0
Under GlmU inhibition, NC(=O)CC(NC(=O)Cc1cccc2ccccc12)c1ccc(NCc2ccccc2)c([N+](=O)[O-])c1 (stereo unspecified) is listed with -1.3%
Under GlmU inhibition, Cc1ccc(C)c(S(=O)(=O)N/N=C/c2ccc(F)cc2)c1 is listed with -4.1%
Under GlmU inhibition, Cc1[nH]nc(N=CC2=C(O)CC(c3ccco3)CC2=O)c1-c1ccccc1 (stereo unspecified) is listed with 1.9%
Under RmlCD inh 1536, CCc1cccc(CC)c1-n1c(SCn2nnc3ccccc3c2=O)nnc1-c1cccnc1 is listed with 5

Continued:
SMILES	GlmU inhibition	RmlCD inh 1536
COc1ccc(OC)c(C2C=C(c3ccc(C)c(C)c3)Nc3nnnn32)c1 (stereo unspecified)	-1.4%	-3
Nc1cc(N2CCNCC2)ccc1[N+](=O)[O-]	1.8%	-4
O=C(NC1(C(F)(F)F)NC(=O)N(Cc2cccnc2)C1=O)c1ccccc1Cl (stereo unspecified)	-1.2%	11
O=C(c1cccc(S(=O)(=O)N2CCc3ccccc3C2)c1)N1CCN(c2ccc(O)cc2)CC1	-4.3%	8
COC(=O)c1c(N2C(=O)CC(Sc3ccccc3C(=O)O)C2=O)sc(C)c1C (stereo unspecified)	-4.0%	x
Cn1c(NNC(=O)c2cccc3ccccc23)cc(=O)n(C)c1=O	-6.8%	x
COc1cccc(-n2nc(C(=O)N3CCC4(CC3)OCCO4)c3ccccc3c2=O)c1	-0.2%	-9
Cc1cccc(NC(=O)CN2C(=O)N/C(=C/c3cc(C)n(-c4cccnc4)c3C)C2=O)c1	-1.3%	4
O=C(Nc1ccc(Cl)cc1Cl)N1CCN(c2ncccn2)CC1	-8.4%	0
COc1ccc2c(c1)CCc1c(C(=O)NC3CCCCC3)noc1-2	-0.5%	6
COC(=O)c1sc(-c2ccccc2)cc1NC(=O)c1cc(OC)cc(OC)c1	6.9%	13
CCCc1nnc(NC(=O)CC(=O)Nc2ccccc2C(=O)O)s1	2.3%	x
COc1cc(CNCCc2c[nH]c3ccccc23)cc(Cl)c1OCC(N)=O	-5.7%	4
COc1cccc(S(=O)(=O)NCc2ccc(C(=O)Nc3cccc(Cl)c3)cc2)c1	-5.5%	-4
COc1ccc(Cn2c(C(C)C)nc3sc4ccccc4c(=O)c3c2=O)cc1	1.4%	-15
CCOC(=O)/C(C#N)=C/C=C1/C=CC=CN1C	x	-11
CC1(C)CC2CC(C)(CN2S(=O)(=O)c2ccc(C(=O)Nc3ccc(S(=O)(=O)N4CCOCC4)cc3)cc2)C1 (stereo unspecified)	1.1%	4

Screens deposited in PubChem BioAssay by several laboratories.
